Source: PubChem BioAssay
EPAC1 agonist – EPAC1 (human) agonism. EPAC1 agonist qHTS, biochemical assay; response scale: 100% = response to 6.5 mM cAMP. Potency, µM (doses to about 154 µM), without a hit: at the highest dose activation, actives largely listed as activators. 360,000 tested, 0.073% active; also: potency is read from the fitted curve at half-maximal effect; nearly all actives have a fitted effect of over 60% in size
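Normalized to 6.5 mM cAMP, activity reflects EPAC1-catalysed release of BODIPY-GDP from Rap1B, followed kinetically over 30 min at 480 nm excitation, 540 nm emission. Reaction contained 100 nM EPAC1, 250 nM Rap1B-BODIPY-GDP, 50 uM GDP.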
PLK1 PBD block – inhibitors of human PLK1 polo-box domain binding. P53350. Plk1 PBD binding of FITC phosphopeptide, fluorescence polarization. Potency, µM, for the others: max response, negative = inhibition, usual class: inhibitors. 360,000 tested, 2.8% active. AID 720504; also: potency is read from the fitted curve at half-maximal effect; series mostly up to about 57 µM; % is scaled to controls: 0 for no effect and ±100 for the full control effect; nearly all actives have a fitted effect of over 65% in size
Target sequence (P53350 whole entry, looked up, the tested form may be a part): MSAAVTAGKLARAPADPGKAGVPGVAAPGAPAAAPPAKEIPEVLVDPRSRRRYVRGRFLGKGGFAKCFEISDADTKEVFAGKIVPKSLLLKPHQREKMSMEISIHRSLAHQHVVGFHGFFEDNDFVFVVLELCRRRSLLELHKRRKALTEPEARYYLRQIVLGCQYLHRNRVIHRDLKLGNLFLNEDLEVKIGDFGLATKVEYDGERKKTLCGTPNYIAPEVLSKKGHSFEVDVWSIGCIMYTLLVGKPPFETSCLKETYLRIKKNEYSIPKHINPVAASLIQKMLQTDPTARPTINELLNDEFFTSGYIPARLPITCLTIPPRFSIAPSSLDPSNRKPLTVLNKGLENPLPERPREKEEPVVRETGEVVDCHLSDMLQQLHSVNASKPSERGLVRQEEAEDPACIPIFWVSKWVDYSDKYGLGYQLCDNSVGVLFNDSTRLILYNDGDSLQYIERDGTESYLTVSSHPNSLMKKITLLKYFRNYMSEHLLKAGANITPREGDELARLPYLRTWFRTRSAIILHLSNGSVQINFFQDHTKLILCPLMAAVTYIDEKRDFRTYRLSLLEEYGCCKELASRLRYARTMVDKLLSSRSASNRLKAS
WRN helicase inh – WRN helicase (human) inhibition | Q14191 | WRN helicase unwinding, fluorescent forked duplex, kinetic | Potency, µM (highest dose often 114 µM), without a hit: top-dose activity change, negative = inhibition, most hits filed as inhibitors | 360,000 tested, 0.46% active | AID 651768; also: potency is read from the fitted curve at half-maximal effect; % is scaled to controls: 0 for no effect and ±100 for the full control effect; nearly all actives have a fitted effect of over 55% in size
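WRN at 20 nM final preincubated with compound 15 min at room temperature; reaction started with 100 nM fluorophore/quencher forked duplex oligonucleotide and 2 mM ATP final. Unwinding followed kinetically by red fluorescence (ex 525, em 598 nm).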
EPAC1 antag – antagonists of human EPAC1; O95398; EPAC1 GEF assay, Rap1b-BODIPY-GDP exchange fluorescence; Potency, µM (highest dose often 115 µM), inactives show top-dose activity change, negative = inhibition, actives largely listed as inhibitors; 360,000 tested, 0.14% active; AID 720709;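 also: potency is read from the fitted curve at half-maximal effect; plate controls were vehicle for no effect and positive control for full effect; nearly all actives have a fitted effect of over 50% in size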
CCT modulator – modulators of cytosolic chaperonin (CCT/TRiC) activity. purified chaperonin ATPase assay, HTRF ADP detection, 30 min. activity change, % (no concentration beside the values), hits read low. 360,000 tested, 0.3% active. AID 651819; in the data active = activity change below about -30%; also: % is scaled to controls: 0 for no effect and ±100 for the full control effect
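Nucleotide hydrolysis assay: TRiC at 20–40 nM final (set by batch activity) with 10 uM ATP, 30 min at 37 °C, in presence of 76 uM compound. Detection by competitive ADP HTRF, 30 min ambient.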
IL2 activator – IL-2 activation; AID 652025; IL-2 activation reporter assay, cell-based qHTS; stimulated with anti-CD3/CD4/CD28 beads; in transgenic mouse T cells; activation, % (series mostly up to about 46 µM); 360,000 tested, 0.065% active; in the data active = activation above about 50%; inconclusive = mostly about 30% to 49%; also: 0% is about no effect
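Quantitative HTS in unstimulated transgenic mouse T cells, with memory T cells as non-tolerant control and PMA/ionomycin as tolerance-bypass control. Compound pretreatment lasted 60 minutes before 18 h bead stimulation; EGFP/DsRed fluorescence read.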
PI5P4Ka inh – blocks human PI5P4K alpha kinase activity. PI5P4Kalpha enzyme, ADP-Glo luminescence, 60 min; stronger effect = lower value. P48426. 330,000 tested, 1.2% active. max response, %; active = max response of -50% or lower; inconclusive = between -30% and -50%; inactive = -30% or higher; also: value at the top dose of about 77 µM; % is scaled to controls: 0 for no effect and ±100 for the full control effect
Target sequence (P48426 whole entry, looked up): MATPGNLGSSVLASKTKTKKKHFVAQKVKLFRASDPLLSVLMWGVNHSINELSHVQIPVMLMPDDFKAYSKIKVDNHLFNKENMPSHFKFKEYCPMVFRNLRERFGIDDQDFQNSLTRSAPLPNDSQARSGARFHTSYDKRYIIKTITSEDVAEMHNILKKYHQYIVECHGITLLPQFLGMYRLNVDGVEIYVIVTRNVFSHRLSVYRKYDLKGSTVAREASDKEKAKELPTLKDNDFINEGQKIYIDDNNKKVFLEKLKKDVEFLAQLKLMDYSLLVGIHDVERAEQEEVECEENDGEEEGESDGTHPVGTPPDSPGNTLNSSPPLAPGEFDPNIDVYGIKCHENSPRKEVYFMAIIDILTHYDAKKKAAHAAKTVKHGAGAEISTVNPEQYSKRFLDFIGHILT
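ADP-Glo luminescence end-point after a 60 min room-temperature kinase reaction. PI5P4Kalpha and substrate in HEPES pH 7.4 buffer with EGTA, 0.1% CHAPS and 5% DMSO; ATP at 5 microM final.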
EPAC2 ag – agonists of human EPAC2 (RAPGEF4); EPAC2 activation, biochemical qHTS; response scale: 100% = 6.5 mM cAMP response; Potency, µM (highest dose often 154 µM), without a hit: top-dose activation, hits mostly activators; 360,000 tested, 0.079% active; AID 720711; also: potency is read from the fitted curve at half-maximal effect; nearly all actives have a fitted effect of over 50% in size
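Nucleotide exchange monitored as fluorescence drop when BODIPY-GDP leaves Rap1B. Reaction: 100 nM EPAC2, 250 nM RAP1B-BODIPY-GDP, 50 uM GDP, room temperature, kinetic read over 30 min. Activity expressed relative to 6.5 mM cAMP.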
* hit, by the source's call; ? = inconclusive; / = no result given; [ ] = dose if it differs, or a comment. Unless noted, calls follow the shape of the dose curve; as a rule, active = well fitted curve in the direction sought with a large enough effect; inconclusive = small, poorly fitted or top-dose-only effect, or another doubt; inactive = no such curve, though single readings can be large; an effect the other way counts as inactive or inconclusive. These rows are one share of the data (hit frequency here may not be typical).

Each structure is followed by: EPAC1 agonist, PLK1 PBD block, WRN helicase inh, EPAC1 antag, CCT modulator, IL2 activator, PI5P4Ka inh, EPAC2 ag
- CC(C)CN1C(Nc2ccccc2)=NC[C@@H]1C
    8%, -7%, 4%, 9%, 1.2, -2.6, 4, 4%
- COCCNC(=O)C1(C)CCN(C(=O)c2cc(C)nn2C(C)(C)C)C1 (configuration not stated)
    -27%, -10%, 4%, -2%, -0.8, -0.4, -1, 10%
- COc1ccc(CCCc2n[nH]c(=S)o2)cc1
    -5%, -3%, 1%[57.1 µM], 0%, -0.7, -0.4, -21, -3%
- CCOC(=O)c1cnc2c(C)cc(Cl)cc2c1N1CCN(C)CC1
    11%, -3%, 5%, 5%, -2.1, -3.5, 27, -3%
- COc1cc(/C=N/N2C(=O)CSC2=S)cc(Br)c1O
    2%, ?, 50µM*, -7%, -3.9, -0.7, -75*, 2%
- Cc1c(C(=O)OCC(=O)Nc2ccc(S(N)(=O)=O)cc2)oc2c1ccc1ccccc12
    6%, -3%, -9%, -7%, 0.6, -1.7, -1, 6%
- COc1ccc2c(c1)OC1=C(C(=O)CCC1)C2C1=C(O)CCCC1=O (configuration not stated)
    14%, -17%, -11%, -13%, -2.2, -0.3, 2, -9%
- COc1ccc(NC(=O)CCNS(=O)(=O)c2ccc3c(c2)CC(C)N3C(C)=O)cc1 (configuration not stated)
    7%, -14%, 3%, 8%, -9.4, -1.3, 1, 14%
- CC(C)n1c(=S)[nH]c2c1c(=O)[nH]c(=O)n2C
    -6%, -16%, 89µM*, 10%, -1.4, -3.4, -76*, 0%
- Cc1ccccc1C(=O)NNC(=S)NC(=O)c1cccnc1
    10%, -16%, 7%, -11%, -0.6, -3.0, -16, 10%
- COc1ccc(-c2nc(SCC(=O)Nc3nccs3)c(-c3ccc(Cl)cc3)[nH]2)cc1
    1%, -10%, -2%, -4%, -1.9, -3.8, 2, 1%
- CC(=O)c1ccc(S(=O)(=O)N2CCN(c3ccnc4cc(Cl)ccc34)CC2)cc1
    3%, -4%, 3%, -12%, 0.9, -1.8, -11, 8%
- O=C(COC(=O)c1cc(=O)c2ccccc2o1)NC1CCCC1
    5%, -6%, -4%, -10%, -0.6, -1.1, -3, 3%
- O=C(COc1cccc(Br)c1)N/N=C1\CCSC1
    -10%, 21µM*, 0%, -28%, 1.3, -2.3, -16, -3%
- Cc1cc(C(F)(F)F)nc2c(Cl)c(C(C)(C)C)nn12
    2%, -5%, -4%, -7%, 0.5, -3.8, 6, -3%
- COc1ccc(CNc2oc(-c3ccccc3)nc2C#N)cc1
    -1%, -12%, -9%, ?, -0.1, -1.2, 2, 15%
- O=C(COC(=O)c1c(F)cccc1Cl)NCC1CCCCC1
    2%, 3%, -14%, -2%, -0.7, 0.2, 7, 3%
- O=C(Cc1cccc(NC(=O)C2CCCN(C(=O)C3CC3)C2)c1)Nc1cccc(C(=O)N2CCCC2)c1 (configuration not stated)
    -6%, -17%, 10%, -15%, -3.5, -2.2, -1, 12%
- CCN(CC)C(=O)CSc1nc2sc3c(c2c(=O)n1CCOC)CCC3
    6%, -9%, -3%, -10%, -1.6, -0.8, 1, 0%
- CCN1CCN(Cc2ccc(NC(=O)c3ccc(C)c(NC(=O)c4ccc5n[nH]nc5c4)c3)cc2C(F)(F)F)CC1
    -18%, -12%, -6%, -15%, -0.7, 0.0, -1, -6%
- COc1cccc(N2CC(=O)N(c3cccc(OC)c3)CC2=O)c1
    10%, -9%, -6%, -6%, -1.6, 0.9, -3, 10%
- N#Cc1c2c(c(-c3ccccc3Cl)[nH]c1=S)CCCC2
    0%, 17µM*, -15%, 4%, 3.0, -4.2, ?, -3%
- O=C(Cc1cccc2ccccc12)Nc1cccnc1
    4%, 0%, 11%, 9%, -2.5, 0.4, 3, 2%
- Cc1ccc(S(=O)(=O)N(C)C)cc1NC(=O)COC(=O)CCCOc1ccccc1
    -5%, 0%, 7%, 15%, 0.9, -2.9, 2, 5%
- Cc1ccc(-c2nnc(N)o2)cc1
    7%, 0%, -35%[57.1 µM], 37%[activator], -2.6, 0.0, -15, -1%
- Cc1ccc(S(=O)(=O)/N=C/c2c(O)ccc3ccccc23)cc1
    -5%, 30µM*, -11%, -14%, 2.2, -0.3, 1, 6%
- C/C(=N\Nc1nccnc1Cl)c1ccc([N+](=O)[O-])cc1
    -6%, -4%, 3%, 5%, -1.5, -0.3, 0, -5%
- COc1cccc(C(=O)NNC(=O)Cc2ccc(Cl)cc2)c1
    -4%, 1%, -5%, 7%, -2.2, 1.2, 4, 3%
- CCOC(=O)/C(C#N)=C/N1CCOCC1
    4%, -10%, -6%, -5%, -0.6, -3.6, -2, -1%
- CC(=O)Oc1ccccc1Cn1c(C)c(C(=O)N(C)Cc2ccc(F)cc2)sc1=O
    0%, -8%, 0%[57.1 µM], -6%, -0.5, -0.6, -3, 0%

Part of the list above, set out differently.
Structure	EPAC1 agonist	PLK1 PBD block	WRN helicase inh	EPAC1 antag	CCT modulator	IL2 activator	PI5P4Ka inh	EPAC2 ag
COc1cccc(C(=O)NNC(=O)Cc2ccc(Cl)cc2)c1	-4%	1%	-5%	7%	-2.2	1.2	4	3%
CCOC(=O)/C(C#N)=C/N1CCOCC1	4%	-10%	-6%	-5%	-0.6	-3.6	-2	-1%
CC(=O)Oc1ccccc1Cn1c(C)c(C(=O)N(C)Cc2ccc(F)cc2)sc1=O	0%	-8%	0%[57.1 µM]	-6%	-0.5	-0.6	-3	0%

(continued)
Each structure is followed by: EPAC1 agonist, PLK1 PBD block, WRN helicase inh, EPAC1 antag, CCT modulator, IL2 activator, PI5P4Ka inh, EPAC2 ag
- Cc1ccc(SCCNCc2ccco2)cc1
    4%, -4%, -2%, -4%, -0.7, -0.3, 10, 6%
- CCCc1nc(SCC(=O)Nc2ccccc2)c2c(=O)n(C)c(=O)n(C)c2n1
    -2%, 3%, 1%, 4%, -0.4, -3.2, -4, -10%
- c1ccc(OCc2nc(-c3ccccc3)no2)cc1
    11%, -7%, -3%, -12%, 0.9, 1.0, 5, 3%
- O=C(O)c1cocc1C(=O)O
    3%, -6%, -2%, -5%, -2.1, -1.1, -11, 1%
- O=C(Cc1cccs1)NNC(=O)c1ccc(F)cc1
    12%, -7%, -25%, 0%, -1.2, -2.4, -5, 6%
- CN(C)CCn1c2ccccc2c2nc3ccc([N+](=O)[O-])cc3cc21
    13%, -11%, -14%, -18%, -17, -4.2, 5, 4%
- CCOc1ccccc1CN(CCc1ccc2c(c1)OCO2)Cc1ccccn1
    3%, -5%, -13%, -1%, -1.0, -0.8, -8, 18%
- O=C(NCCc1c[nH]c2ccccc12)c1c(Cl)nc2sccn12
    5%, 1%, -2%, 0%, -2.9, -0.6, -6, 8%
- Cc1ccc(-c2nc(CN3CCCC(C(=O)N4CCOCC4)C3)c(C)o2)cc1 (configuration not stated)
    -9%, -11%, 7%, 29%, -5.3, -1.6, -10, 16%
- Cc1ccc(NC(=O)COC(=O)c2ccccc2-c2nc3ccccc3s2)c(C)c1
    22%, -7%, -11%, -17%, -0.4, -0.5, 4, 14%
- CCOc1ccc(CN2CCNC(=O)C2CC(=O)NCCCC2CCCC2)cc1 (configuration not stated)
    -35%[inhibitor], 0%, -1%, -19%, -2.0, -0.4, -7, -19%
- CCN(CC)S(=O)(=O)c1ccc(N2CCCC2)c(NS(=O)(=O)c2ccc(F)cc2)c1
    0%, -18%, -8%, -15%, 1.1, 0.4, -9, -1%
- O=C1C=C(c2ccc3c(c2)oc2ccccc23)C[C@@H](c2ccc3c(c2)OCO3)C1
    -4%, -1%, -3%, 8%, -0.3, -1.0, 3, 0%
- S=C(N/N=C/c1ccc(Br)cc1)N1CCCCC1
    2%, -24%, -5%, -8%, -0.3, -4.4, 0, 1%
- COC(=O)c1cc(OC)c(OC)cc1NC(=S)N1CCCCC1
    -3%, 0%, -5%, 7%, -0.8, -0.7, /, -2%
- O=C(Nc1ccccc1)Nc1ccc(C(=O)N2CCCC2)cc1
    -3%, -13%, -12%, -23%, 2.7, -0.5, -26, 2%
- CC1(C)CC(=O)C=C(c2ccc3c(c2)OCO3)C1
    -11%, -9%, 11%, 0%, 0.0, -3.8, -1, 2%
- O=C(Nc1ccnn1C1CCN(C(=O)c2ccc(F)c(Cl)c2)CC1)C1CC1
    -14%, 0%, -14%, 8%, 1.1, -1.3, 6, -2%
- CCn1ccc2cc(OC)ccc2c1=S
    -5%, -13%, 0%, 4%, -4.1, -2.6, -7, -2%
- COc1ccc(NC(=O)CN(C)C(=O)c2cc(-c3ccc(C)o3)nc3ccccc23)cc1
    5%, -20%, 10%, -21%, -4.1, -2.1, -14, 6%

Only EPAC1 antag, EPAC1 agonist and EPAC2 ag, for some of the entries so far:
Molecule	EPAC1 antag	EPAC1 agonist	EPAC2 ag
COc1ccc(NC(=O)CN(C)C(=O)c2cc(-c3ccc(C)o3)nc3ccccc23)cc1	-21%	5%	6%
COC(=O)c1cc(OC)c(OC)cc1NC(=S)N1CCCCC1	7%	-3%	-2%
CC1(C)CC(=O)C=C(c2ccc3c(c2)OCO3)C1	0%	-11%	2%
O=C(Nc1ccnn1C1CCN(C(=O)c2ccc(F)c(Cl)c2)CC1)C1CC1	8%	-14%	-2%
O=C(Nc1ccccc1)Nc1ccc(C(=O)N2CCCC2)cc1	-23%	-3%	2%
CCN(CC)S(=O)(=O)c1ccc(N2CCCC2)c(NS(=O)(=O)c2ccc(F)cc2)c1	-15%	0%	-1%

(list continues)
Each structure is followed by: EPAC1 agonist, PLK1 PBD block, WRN helicase inh, EPAC1 antag, CCT modulator, IL2 activator, PI5P4Ka inh, EPAC2 ag
- COCc1cc(=O)n2[nH]cc(-c3ccccc3)c2n1
    -4%, 3%, 6%, -11%, 0.0, -1.1, 3, 7%
- O=c1cc(-c2ccc(O)cc2)oc2ccc(O)cc12
    -5%, -5%, -11%, 11%, 1.4, -0.8, -25, 8%
- COc1ccccc1NC(=O)COC(=O)c1ccc([N+](=O)[O-])s1
    8%, -23%, 6%[11.6 µM], 11µM*, -2.1, 2.7, 3, 5%
- Cc1ccc(S(=O)(=O)NNC(=S)Nc2cccc(F)c2)cc1
    -2%, -10%, -5%, 0%, -3.9, 1.5, -12, 7%
- COc1ccccc1C(=O)NCc1ccccc1
    -3%, -8%, -15%, -4%, 1.5, -1.3, -2, 7%
- CN(Cc1cnn(C)c1)C(=O)C1CCC(=O)N(Cc2cccc(C(F)(F)F)c2)C1 (configuration not stated)
    -1%, -11%, -36%, -1%, -4.0, -3.2, -4, 3%
- Cc1ccccc1Cn1c(O)c(N=NC(=S)Nc2ccccc2F)c2ccccc21
    0%, 0%, 3%, 6%, 1.0, 0.4, -1, -1%
